High-throughput results from PubChem.
DPM-DC inhibit – inhibitors of Streptococcus pneumoniae diphosphomevalonate decarboxylase; AID 556; purified DPM-DC, PK/LDH coupled NADH fluorescence; actives 0.49% (n = 65,000); calls only at 10 µM;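 active = the 320 compounds with the highest percent inhibition in the single-dose primary screen, excluding strongly autofluorescent ones, cut at about 32% in these data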;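 note: kinetic rate of NADH fluorescence loss reporting ADP formed by the decarboxylase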
HT1080 cytotoxicity – HT1080 cell viability loss – fluorescence readout (AID 620). HT1080 viability, fluorescence; higher % means a stronger effect. one-dose cytotoxicity, % at 10 µM; EC50 in µM for titrated hits. actives 0.42% (n = 87,000);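 note: cells exposed to compound overnight then 4 h with Alamar Blue; 0% = vehicle DMSO and 100% = killing control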
Bfl-1 inhibitors – Bfl-1 inhibitors, primary screen, biochemical, fluorescence polarization, FITC-Bid, mouse (AID 432); FITC-Bid BH3 peptide fluorescence polarization displacement; higher % means a stronger effect; one-dose displacement, % at 20 µM; IC50 in µM for titrated hits; actives 0.02% (n = 64,000); in the data active = a potency from the dose series; inactive = the rest, 99 in 100 with displacement below about 15%; note: strong numbers were not always called active
Alkaline phosphatase – human TNAP enzyme inhibitors, biochemical, luminescent (AID 518); purified TNAP enzyme, luminescent substrate readout; higher % means a stronger effect; inhibition, % at 20 µM; hits with a dose series show IC50 in µM; actives 0.09% (n = 64,000); in the data active = a potency from the dose series; inactive = the rest, 99 in 100 with inhibition below about 22%;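 note: plate controls were vehicle for no effect and reference inhibitor for full effect; many of its hits are not listed in these tables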
Spn MK inh – blocks S. pneumoniae mevalonate kinase; purified MK, PK/LDH-coupled NADH absorbance 340 nm; inhibition, % at 10 µM; actives 0.48% (n = 65,000);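 active = ranked among the strongest by inhibition in the single 10 µM screen, a fixed top-ranked set picked for dose follow-up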; note: no value below 0 was filed
PMK inhibit – inhibitors of Streptococcus pneumoniae phosphomevalonate kinase. purified PMK, PK/LDH-coupled NADH absorbance 340 nm. inhibition, % at 10 µM. actives 0.49% (n = 65,000);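 active = top-ranked compounds by inhibition in the single 10 µM screen, taking a fixed number of the strongest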;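 note: 0% = full reaction with DMSO carrier and 100% = background rate without enzyme reaction; no value below 0 was filed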
HPDE-C7K KRASV12 – viability loss of HPDE-C7K cells – cell-based, fluorescence, HTS, primary screen (AID 431) | HPDE-C7K KRASV12 cells, Alamar Blue viability, 48 h; higher % means a stronger effect | one-dose cytotoxicity, % at 10 µM; EC50 in µM for titrated hits | actives 1.7% (n = 63,000);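 active = compounds whose percent cytotoxicity in the single-dose primary screen, scaled between solvent and toxic-drug controls, exceeds 50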;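 note: 0% = DMSO solvent wells and 100% = doxorubicin-treated wells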
HPDE-C7 cytotoxicity – cytotoxicity in HPDE-C7 cells, cell-based, fluorescence, HTS (AID 430); HPDE-C7 pancreatic duct cells viability, fluorescence; higher % means a stronger effect; cytotoxicity, % at 10 µM; hits with a dose series show EC50 in µM; actives 1.8% (n = 63,000);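 note: cells exposed to compound for 48 hours before viability readout; 0% = vehicle and 100% = reference cytotoxic drug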
LYP inhibition – LYP phosphatase inhibitors, primary screen, biochemical, DiFMUP fluorescence, recombinant catalytic domain, 10 µM (AID 606) | 52,000 tested, under 10 active | recombinant LYP catalytic domain, DiFMUP fluorescence; higher % means a stronger effect | inhibition, % at 10 µM, or IC50 in µM where a hit was titrated;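 active = IC50 under 40 µM in the dose-response test; inactive = IC50 of 40 µM or more, or never dose-tested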
PMK inhibit pilot replicates – second read-out of PMK inhibit, no call of its own (marks repeat the call); inhibition, %; measured here: pilot screen replicates
Spn MK inh pilot replicates – second read-out of Spn MK inh, no call of its own (marks repeat the call); inhibition, %; measured here: pilot screen replicates
DPM-DC inhibit pilot screen % – second read-out of DPM-DC inhibit, no call of its own (marks repeat the call); inhibition, %; measured here: pilot screen trials
* = called active by the depositor; i = inactive; nt = no result given. Cut-off read from the data, not from the text of the source, unless noted: active = cytotoxicity above about 50%; inactive = the rest. Not a hit list (roughly 3.5% active in at least one column).

SMILES	DPM-DC inhibit	HT1080 cytotoxicity	Bfl-1 inhibitors	Alkaline phosphatase	Spn MK inh	PMK inhibit	HPDE-C7K KRASV12	HPDE-C7 cytotoxicity	LYP inhibition	others
CC1CN=C(c2cccn2Cc2ccc(F)cc2Cl)O1 (stereo not drawn)	i	9%	-6%	5%	2	15	-2%	-13%	13%
Cc1cccnc1NC(=O)c1ccc2nc(N)sc2c1	i	6%	3%	4%	15	0	-17%	-19%	8%
CCOC(=O)CN(C(=O)CSc1nnc(COc2ccc(OC)cc2)n1C)c1ccccc1	i	-12%	2%	8%	3	12	-5%	-4%	-1%
O=C(C1CCN(S(=O)(=O)c2ccc(-n3cnnn3)cc2)CC1)N1CCN(c2ccccc2)CC1	i	0%	-1%	8%	2	14	1%	6%	16%	PMK inhibit pilot replicates=4.0;Spn MK inh pilot replicates=0.0;DPM-DC inhibit pilot screen %=1.0
Cc1csc2nc(=O)c3ccccc3n12	nt	4%	-12%	12%	10	11	4%	-3%	2%
C=CCn1c(SCc2nc3ccccc3c(=O)[nH]2)nnc1-c1cc2cc(Cl)ccc2o1	i	5%	-4%	10%	10	10	-4%	7%	9%
COc1ccc(NC(=O)c2ccc(COc3ccccc3Br)o2)cc1OC	i	0%	-5%	-3%	1	6	40%	37%	-8%
CCc1nc2ccccc2n(CC)c1=O	i	16%	-2%	8%	8	0	-15%	-22%	nt
COc1ccc(C(O)c2coc3ccc(O)c(CN(C)C)c23)cc1 (stereo not drawn)	i	-1%	5%	6%	0	0	5%	8%	-7%
COC(=O)c1ccccc1NC(=O)CN1CCC(NC(=O)c2ccccc2C)CC1	i	7%	-3%	5%	0	6	-9%	-9%	9%
N#Cc1ccc(COC(=O)c2ccc3c(=O)[nH]c(CN4CCOCC4)nc3c2)cc1	i	-2%	-10%	1%	5	11	2%	3%	7%
N#Cc1c(-c2ccco2)cc(C2CC2)nc1SCC(=O)c1ccccc1	i	12%	0%	10%	6	19	18%	24%	8%
Cc1cc(=O)[nH]c(SCc2nc3ncccn3c2Br)n1	nt	4%	-3%	14%	6	0	9%	-4%	-3%	PMK inhibit pilot replicates=1.5;Spn MK inh pilot replicates=0.0
O=C(NCc1ccco1)c1ccc(=O)[nH]n1	i	-11%	0%	3%	8	4	-7%	-4%	-10%
Cc1cnc(C)c(N2CCC(C(=O)NCc3cccs3)CC2)n1	i	-2%	-6%	3%	0	6	0%	5%	nt
CC(C)(C)C(=O)/C=C(\N)c1ccccn1	i	-2%	5%	5%	8	0	-3%	-3%	nt	PMK inhibit pilot replicates=0.0;Spn MK inh pilot replicates=3.0;DPM-DC inhibit pilot screen %=4.0
CCOc1ccc(/C(O)=C2/C(=O)C(=O)N(CCOCCO)C2c2ccccc2)cc1 (stereo not drawn)	i	-7%	1%	7%	9	15	-4%	6%	13%
CCOC(=O)N1CCN(CC(=O)Nc2c(C(=O)OC)[nH]c3ccccc23)CC1	i	2%	-4%	6%	13	5	1%	-14%	nt
Cc1cc(NC(=O)c2cc(C)on2)n(-c2ccccc2)n1	i	-6%	-3%	12%	0	15	1%	4%	nt
CC1CN(Cc2nc3c(c(=O)n(C)c(=O)n3C)n2CCCc2ccccc2)CC(C)O1 (stereo not drawn)	i	-9%	nt	nt	11	13	nt	nt	7%
COc1cc(C(=O)Nc2nccs2)cc(OC)c1OC	i	15%	1%	14%	2	0	7%	-9%	3%
CC(=O)Cc1ccccc1OCC(=O)O	i	-1%	-14%	-1%	15	3	-9%	-16%	-4%
COc1ccc(N2C(=O)CC(N3CCN(c4ccccc4F)CC3)C2=O)cc1 (stereo not drawn)	i	9%	3%	8%	13	0	-10%	-4%	3%	PMK inhibit pilot replicates=0.0;Spn MK inh pilot replicates=0.0;DPM-DC inhibit pilot screen %=0.5
COc1cccc(C(c2sc3ncnn3c2O)N2CC(C)OC(C)C2)c1 (stereo not drawn)	i	1%	-2%	11%	6	12	-20%	-13%	-15%
CC1CCCCN1CCCNC(=O)C1CCN(c2nc3ccccc3o2)CC1 (stereo not drawn)	i	0%	0%	9%	11	12	-6%	4%	8%

Next section (two carried over from the part before).
SMILES	DPM-DC inhibit	HT1080 cytotoxicity	Bfl-1 inhibitors	Alkaline phosphatase	Spn MK inh	PMK inhibit	HPDE-C7K KRASV12	HPDE-C7 cytotoxicity	LYP inhibition	others
COc1cccc(C(c2sc3ncnn3c2O)N2CC(C)OC(C)C2)c1 (stereo not drawn)	i	1%	-2%	11%	6	12	-20%	-13%	-15%
CC1CCCCN1CCCNC(=O)C1CCN(c2nc3ccccc3o2)CC1 (stereo not drawn)	i	0%	0%	9%	11	12	-6%	4%	8%
CN(C)CCNC(=O)c1ccccc1-c1ccccc1	i	11%	1%	3%	7	0	-11%	-7%	-2%
CCC(=O)c1ccc(OCC(O)CN2CCN(c3cccc(C(F)(F)F)c3)CC2)cc1 (stereo not drawn)	i	2%	-3%	13%	0	0	28%	9%	-14%
O=C(Nc1ccc(CN2CCOCC2)cc1)c1cc2ccccn2n1	i	nt	5%	16%	4	3	8%	-10%	15%	PMK inhibit pilot replicates=4.0;Spn MK inh pilot replicates=4.0;DPM-DC inhibit pilot screen %=0.0
Cc1cc(SCCC(=O)O)nc2ccccc12	i	-9%	13%	6%	0	3	16%	6%	-2%
O=C(NC1CCCCCC1)C1c2ccccc2C(=O)N1C1CC1 (stereo not drawn)	i	8%	-6%	4%	2	13	-7%	-9%	5%
O=C(O)c1ccc(N2CCCCC2)cc1	i	6%	-6%	-2%	7	3	-1%	-7%	5%
COc1ccccc1C(=O)N1CCN(c2ccccn2)CC1	i	2%	-13%	0%	0	5	-3%	-2%	1%
CCOC(=O)c1ccc(NC(=O)c2ccc(CN3CCOCC3)cc2)cc1	i	-2%	-6%	9%	0	1	-16%	-6%	0%
O=C(CSCc1c(F)cccc1Cl)NCc1ccco1	i	2%	-8%	3%	4	6	6%	-7%	4%
CCc1ccccc1NC(=O)CSC1=C(C#N)C(c2ccc3c(c2)OCO3)C2=C(CCCC2=O)N1 (stereo not drawn)	i	-23%	4%	10%	8	4	4%	2%	13%
CCCCCOc1ccc(/C=c2\sc3ncnn3c2=O)cc1	i	-8%	-9%	11%	4	7	24%	4%	9%
O=S(=O)(CCOc1ccccc1)c1nc2ccccc2[nH]1	i	16%	-1%	8%	9	6	24%	36%	4%	PMK inhibit pilot replicates=2.5;Spn MK inh pilot replicates=0.0;DPM-DC inhibit pilot screen %=0.0
C=CCn1c(N)c(C(=O)NCc2cccnc2)sc1=S	i	nt	-5%	5%	7	12	-10%	-18%	7%
CNc1nc(Oc2ccccc2C(=O)OC)nc(SC)n1	i	0%	-1%	14%	12	6	1%	2%	6%
Cc1cc(N2C(=O)C(O)=C(C(=O)c3ccc(C)o3)C2c2cccs2)no1 (stereo not drawn)	i	-1%	3%	13%	14	10	22%	28%	1%	PMK inhibit pilot replicates=1.0;Spn MK inh pilot replicates=0.0;DPM-DC inhibit pilot screen %=0.0
CCNc1cc2oc(=O)c(CN3CCOCC3)c(C)c2cc1C	nt	-6%	0%	-9%	0	13	-9%	-2%	5%
CCOc1cc(C2C(C#N)=C(N)OC(C)=C2C(C)=O)cc(Br)c1O (stereo not drawn)	i	-5%	32%	20%	3	15	6%	16%	11%	PMK inhibit pilot replicates=2.0;Spn MK inh pilot replicates=0.0;DPM-DC inhibit pilot screen %=0.0
CNC(=O)CSCc1c(Cl)cccc1Cl	i	-7%	-14%	11%	7	4	-12%	-23%	0%
CNc1oc(Cc2ccccc2)nc1S(=O)(=O)c1ccc(Cl)cc1	i	2%	3%	8%	9	11	10%	3%	7%
CCN1C(=O)N(CC)C(O)(c2ccccc2)C1(O)c1ccccc1 (stereo not drawn)	i	-4%	7%	12%	5	8	-7%	-10%	10%
CC(OC(=O)c1ccncc1)C(=O)Nc1cccc(Cl)c1 (stereo not drawn)	i	-5%	-4%	8%	0	3	-3%	-7%	4%
CCOc1ccccc1OCCn1nnc2ccccc21	i	1%	2%	6%	11	12	-3%	8%	15%	PMK inhibit pilot replicates=3.0;Spn MK inh pilot replicates=3.5;DPM-DC inhibit pilot screen %=1.0
COc1ccc(OC)c(C2C3=C(CCCC3=O)Nc3nc4ccccc4n32)c1 (stereo not drawn)	i	16%	-1%	11%	9	8	-1%	-3%	nt
C=CCn1c(SCC(=O)c2ccccc2)nnc1-c1ccc2c(c1)OCO2	i	-7%	8%	15%	9	0	-11%	-10%	10%	PMK inhibit pilot replicates=0.5;Spn MK inh pilot replicates=0.0;DPM-DC inhibit pilot screen %=5.0
O=C(CN1CCN(S(=O)(=O)/C=C/c2ccccc2)CC1)NC(=O)NCc1ccco1	i	-8%	6%	15%	2	0	-7%	-11%	12%
CCCCCn1c(SCc2ccncc2)nc2cc(C(=O)NCc3ccco3)ccc2c1=O	i	-9%	-4%	2%	3	7	39%	38%	6%
CN(C/C(O)=C(\C#N)c1ccccc1)C1CCCCC1	i	-3%	0%	1%	4	17	-7%	2%	8%

Ordered by count of non-hydrogen atoms (ascending): some entries from above.
SMILES	DPM-DC inhibit	HT1080 cytotoxicity	Bfl-1 inhibitors	Alkaline phosphatase	Spn MK inh	PMK inhibit	HPDE-C7K KRASV12	HPDE-C7 cytotoxicity	LYP inhibition	others
CNC(=O)CSCc1c(Cl)cccc1Cl	i	-7%	-14%	11%	7	4	-12%	-23%	0%
Cc1cc(SCCC(=O)O)nc2ccccc12	i	-9%	13%	6%	0	3	16%	6%	-2%
O=C(CSCc1c(F)cccc1Cl)NCc1ccco1	i	2%	-8%	3%	4	6	6%	-7%	4%
O=S(=O)(CCOc1ccccc1)c1nc2ccccc2[nH]1	i	16%	-1%	8%	9	6	24%	36%	4%	PMK inhibit pilot replicates=2.5;Spn MK inh pilot replicates=0.0;DPM-DC inhibit pilot screen %=0.0
CCCCCOc1ccc(/C=c2\sc3ncnn3c2=O)cc1	i	-8%	-9%	11%	4	7	24%	4%	9%
CCNc1cc2oc(=O)c(CN3CCOCC3)c(C)c2cc1C	nt	-6%	0%	-9%	0	13	-9%	-2%	5%
CNc1oc(Cc2ccccc2)nc1S(=O)(=O)c1ccc(Cl)cc1	i	2%	3%	8%	9	11	10%	3%	7%
Cc1cc(N2C(=O)C(O)=C(C(=O)c3ccc(C)o3)C2c2cccs2)no1 (stereo not drawn)	i	-1%	3%	13%	14	10	22%	28%	1%	PMK inhibit pilot replicates=1.0;Spn MK inh pilot replicates=0.0;DPM-DC inhibit pilot screen %=0.0
CCOC(=O)c1ccc(NC(=O)c2ccc(CN3CCOCC3)cc2)cc1	i	-2%	-6%	9%	0	1	-16%	-6%	0%
COc1ccc(OC)c(C2C3=C(CCCC3=O)Nc3nc4ccccc4n32)c1 (stereo not drawn)	i	16%	-1%	11%	9	8	-1%	-3%	nt
O=C(CN1CCN(S(=O)(=O)/C=C/c2ccccc2)CC1)NC(=O)NCc1ccco1	i	-8%	6%	15%	2	0	-7%	-11%	12%
CCc1ccccc1NC(=O)CSC1=C(C#N)C(c2ccc3c(c2)OCO3)C2=C(CCCC2=O)N1 (stereo not drawn)	i	-23%	4%	10%	8	4	4%	2%	13%
